# Compound activity deposited in PubChem BioAssay by several laboratories.
# PPARg SRC-1 ag: promotes SRC-1 coactivator recruitment by human PPARgamma. P37231. PPARgamma-SRC-1 coactivator recruitment biochemical assay. activation, % at 8 µM. hit rate 0.41% among 200,000; in the data active = activation above about 19%;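 note: 0% = DMSO and 100% = reference agonist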
# Target sequence (P37231 whole entry, looked up): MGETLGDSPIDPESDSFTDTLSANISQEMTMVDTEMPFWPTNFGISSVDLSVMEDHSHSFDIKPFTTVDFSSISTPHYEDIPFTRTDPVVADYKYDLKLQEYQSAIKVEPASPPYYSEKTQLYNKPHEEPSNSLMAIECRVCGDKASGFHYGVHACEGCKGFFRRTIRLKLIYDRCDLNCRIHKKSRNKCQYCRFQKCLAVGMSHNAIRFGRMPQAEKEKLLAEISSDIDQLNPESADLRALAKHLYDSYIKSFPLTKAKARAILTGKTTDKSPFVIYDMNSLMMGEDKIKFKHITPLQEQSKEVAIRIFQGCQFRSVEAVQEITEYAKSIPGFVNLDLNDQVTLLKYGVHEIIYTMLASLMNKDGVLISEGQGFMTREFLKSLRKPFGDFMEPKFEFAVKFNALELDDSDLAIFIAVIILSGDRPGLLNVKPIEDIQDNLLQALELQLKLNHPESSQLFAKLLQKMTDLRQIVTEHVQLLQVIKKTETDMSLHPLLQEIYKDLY
# PPARg SRC2 recr: PPARgamma-driven SRC-2 recruitment agonism | P37231 | PPARgamma LBD-SRC-2 recruitment, biochemical | activation, % at 8 µM | hit rate 0.34% among 200,000 | AID 1032; in the data active = activation above about 22%;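 note: 0% = vehicle and 100% = reference agonist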
# ROMK primary: modulates human ROMK potassium channel activity. Tet-inducible ROMK, thallium flux fluorescence; actives lie on both sides. P48048. hit rate 2% among 130,000. B-score at 10 µM;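 active = signal ratio slope over the read window, or its plate-corrected B-score, at least 3 SD from the plate mean, either direction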;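 note: B-score of the F/F0 ratio slope over 7 to 12 s after thallium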
# bIAP activator: intestinal alkaline phosphatase (bovine) activation. purified bovine IAP, CDP-star luminescence, 30 min; stronger effect = higher value; fold of DMSO-control signal, blank-subtracted. activation factor at 20 µM. hit rate 0.17% among 200,000. AID 1016;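 active = activation factor of 2 or more at 20 µM, a signal rise over negative controls twice the positive control's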
# TNAP act hi DEA: activators of human TNAP at high phosphate acceptor concentration; P05186; purified TNAP, CDP-star luminescence, 1 M DEA, 30 min; stronger effect = higher value; 0 = EDTA background, 1 = DMSO-only activity; activation factor at 20 µM; 200,000 tested, under 10 active;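 active = activation factor at least 2 at 20 µM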
# Target sequence (P05186 whole entry, looked up): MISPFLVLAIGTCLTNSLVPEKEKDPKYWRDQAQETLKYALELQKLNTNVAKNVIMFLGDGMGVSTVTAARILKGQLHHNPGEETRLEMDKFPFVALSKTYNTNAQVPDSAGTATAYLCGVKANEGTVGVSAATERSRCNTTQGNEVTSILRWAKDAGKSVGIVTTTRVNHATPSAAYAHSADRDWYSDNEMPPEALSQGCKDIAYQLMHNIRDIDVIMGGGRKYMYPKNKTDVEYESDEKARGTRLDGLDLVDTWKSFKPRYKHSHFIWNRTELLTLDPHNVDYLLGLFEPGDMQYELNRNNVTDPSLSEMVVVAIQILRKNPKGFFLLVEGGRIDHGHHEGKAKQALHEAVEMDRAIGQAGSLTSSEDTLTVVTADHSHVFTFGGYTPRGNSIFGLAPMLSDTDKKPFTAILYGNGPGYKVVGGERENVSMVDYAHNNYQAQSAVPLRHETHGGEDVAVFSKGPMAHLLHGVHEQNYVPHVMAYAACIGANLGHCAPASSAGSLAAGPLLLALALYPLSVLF
#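 Control set: EDTA negative control, DMSO positive control / Assay system: human TNAP / Quantity: TNAP 1/800 final / Evaluation: TNAP activation factor scaled between EDTA and DMSO control wells / Measured by: luminescent substrate turnover signal / Compound dosing: one dose, 20 µM / Times: 30 min enzyme reaction at room temperature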
# TR-FRET SRC-2 ct: counter-screen for PPARgamma SRC-2 recruitment agonists: TR-FRET artefact; stronger effect = higher value; TR-FRET ratio at 8 µM; hit rate 0.4% among 200,000; AID 1049; in the data active = TR-FRET ratio above about 2000; note: inactives centre near 1500
# STAT1 blocker: inhibitors of IFN-gamma induced STAT1 signaling | inhibition, % at 5.5 µM | AID 920 | hit rate 0.35% among 200,000 | NIH 3T3 STAT1-luciferase reporter, luminescence;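 active = inhibition above a set limit, the mean inhibition across all tested compounds plus 3 SD, cut at about 34% in these data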;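 note: 0% = IFN-gamma with DMSO and 100% = IFN-gamma with 300 µM nifuroxazide; values of inactives mirror those of a sister screen read the other way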
# bIAP inhibitor: intestinal alkaline phosphatase (bovine) inhibition. 190,000 tested, under 10 active. inhibition, % at 20 µM. purified bovine IAP, CDP-star luminescence, 30 min;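 active = over 50% inhibition of intestinal alkaline phosphatase at 20 µM in the single-dose screen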
#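 Assay system – bovine IAP enzyme · Quantity – bovine IAP at 1/65,000,000 final dilution · Detection – CDP-star luminescence signal · Times – 30 min reaction at room temperature · Also added – CDP-star substrate at 30 µM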
# STAT3 inh: reduces IL-6 driven STAT3 reporter signal | hit rate 0.89% among 190,000 | inhibition, % at 5.5 µM | AID 862 | U3A cells, IL-6 STAT3-luciferase reporter, luminescence; host cell line lacks STAT1;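 active = inhibition above the mean inhibition across all screened compounds plus 3 SD, cut at about 44% in these data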;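 note: 0% = DMSO only wells and 100% = 100 µM nifuroxazide control wells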
# PPARg SRC-3 ag: PPARgamma-driven SRC-3 recruitment agonism; AID 731; biochemical PPARgamma/SRC-3 coactivator recruitment assay; hit rate 0.26% among 200,000; P37231; activation, % at 8 µM; in the data active = activation above about 23%;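 note: 0% = DMSO and 100% = reference agonist; some compounds past the cut are filed as inactive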
# STAT3 activator: activators of IL-6 induced STAT3 signaling | U3A cells, IL-6 STAT3-luciferase reporter, luminescence; 100% = signal with IL-6 EC80 alone | activation (% of control), % at 5.6 µM | hit rate 0.91% among 190,000 | AID 871;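 active = activation above the screen-wide mean of compound activation plus 3 SD, cut at about 130% in these data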;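 note: 0% = background luminescence of wells with medium and substrate only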
#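 Material: human STAT1-deficient U3A cells with stable STAT3-luciferase reporter / Probe or stimulus: IL-6 stimulus at 33 ng/mL final / Schedule: 1 h compound pre-exposure, 6 h IL-6 stimulation, 37 °C / Technique: luminescence / Read-out basis: percent of IL-6-only median luminescence / Control set: IL-6-only high control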
# The depositor's hits bear a star; . = not tested or not shown.
SMILES,PPARg SRC-1 ag,PPARg SRC2 recr,ROMK primary,bIAP activator,TNAP act hi DEA,TR-FRET SRC-2 ct,STAT1 blocker,bIAP inhibitor,STAT3 inh,PPARg SRC-3 ag,STAT3 activator
NC(=O)c1ccccc1OCC(=O)c1ccc(Cl)cc1,10.5,8.4,-0.925,1.1,1,1605,-1.5,-8.1,22.8,1.2,84.3
CN(C)Cc1cc(CCNC(=O)c2ccc(Cl)cc2)ccc1O,3.7,4.5,.,1,1.1,1538,-4.1,-2.8,-5.2,-4.9,109.3
O=C(Nc1nc2ccccc2[nH]1)c1cccc(S(=O)(=O)N2CCOCC2)c1,-2.6,-8.4,-0.267,0.9,1,1362,-12.0,10.8,6.5,-2.1,97.7
CC1CCCC(NC2CCCCNC2=O)C1 (centres undefined),-5.7,-5.2,-0.569,0.9,1,1265,-2.6,9.4,-0.2,3.2,106.7
O=C(CN1C(=O)COc2ccccc21)N(Cc1cccnc1)Cc1ccccc1F,-1.6,-0.8,.,0.9,1,1427,0.1,5.6,8.8,-6.6,95.6
Cc1cc(=O)n2nc(N3CCC(C(=O)NC(C)c4ccccc4)CC3)sc2n1 (centres undefined),-0.3,5.3,0.0606,0.6,1.1,1515,-1.0,38.0,4.6,-5.6,100.9
COc1cccc(/C=N/n2c(N)nc3ccccc32)c1OC,-4.4,0.1,6.6*,1.1,1,1281,-4.2,-11.3,4.7,1.8,93.7
Cc1cccc(C2Nc3ccccc3C(=O)N2NC(=O)c2ccc([N+](=O)[O-])cc2)n1 (centres undefined),-2.6,7.6,-0.221,1,1,1549,-3.2,3.9,-10.6,-5.6,106.3
CC(=O)n1nc2nc(C)cc(C)c2c1N,12.5,7.0,0.859,0.9,1.1,1606,-1.8,11.0,11.8,3.2,93.2
COc1ccccc1OCC(=O)NCc1cccs1,-1.2,-16.6,0.964,1,1,1612,-5.2,4.7,1.4,-7.2,102.6
CC(C)C(NC(=O)C1CCCCC1)C(=O)NC1=NCCS1 (centres undefined),7.7,11.2,-0.575,0.9,1,1528,-0.7,6.9,-3.5,13.3,103.9
Cc1cccc(C)c1OCC(O)CN1CCN(c2ccccn2)CC1 (centres undefined),-2.5,-4.0,0.0508,1,1,1555,-0.6,-2.4,-1.5,1.0,107.3
COc1ccc(C2CC(c3ccccc3)=NN2C(=O)CSc2ncn[nH]2)cc1 (centres undefined),-0.2,-4.0,-0.571,1.3,0.8,1149,-12.5,-30.5,10.1,0.9,97.9
N#CCC(=O)Nc1ccc(C(=O)NCc2ccccn2)cc1,-5.9,-5.0,-0.23,1,1,1654,-8.5,-3.7,8.2,2.5,97.8
COc1ccc(C(=O)Oc2ccc3c(C)cc(=O)oc3c2C(C)=O)cc1,4.6,9.3,-0.13,0.9,1.1,1667,7.6,10.9,7.1,-0.7,97.0
O=C1CN(c2nc(-c3ccccc3)c3ccccc3n2)c2ccccc2N1,5.5,12.0,0.186,0.9,1,1657,5.9,14.4,1.4,4.1,99.1
COCCN(C(=O)C1CC1)c1nnc(-c2cccc(C)c2)s1,0.1,-5.2,.,0.9,1,1501,-14.7,9.7,2.2,-8.4,102.4
O=C(Nc1cccc(S(=O)(=O)Nc2ccc(Cl)cc2)c1)c1ccc(Cl)nc1,-3.1,1.1,.,0.9,1,1375,28.0,6.4,79.0*,1.6,33.5
CCOc1ccc(NC(=O)c2cccnc2C(=O)O)cc1,-9.9,-1.7,0.422,0.9,1,1572,1.0,10.0,25.6,-10.0,80.8
Cc1ccc(Oc2ncccc2/C=N/OCc2ccc(Cl)cc2Cl)cc1,4.5,9.6,.,0.9,1,1507,3.0,9.7,-5.2,2.0,104.4
CCNC(=S)Nc1nc2c(cc1C(=O)OCC)CCCC2,4.5,1.1,.,1,1,1544,-6.4,3.7,7.3,-0.4,96.2
COc1ccc(C(=O)Nc2cnn(Cc3ccc(Cl)cc3)c2)cc1OC,-7.5,6.8,-0.0138,0.9,1,1469,8.1,11.7,-3.6,-4.1,104.0
C=CCn1c(COC)nnc1SCC(=O)c1ccc(F)cc1,5.3,11.9,0.132,1.1,1,1520,-3.1,-11.5,-1.2,9.8,104.1
O=c1ccnc(Sc2ncccc2[N+](=O)[O-])[nH]1,0.6,-1.3,-0.483,0.9,1,1488,3.7,6.0,-0.2,13.6,102.9
Cc1ccc(C(c2nnnn2CCc2ccccc2)N2CCSCC2)cc1 (centres undefined),-1.7,-3.6,.,1,1,1415,-4.8,4.4,-2.8,-12.6,102.5

# Reprinted from the part before: 6 entries; new compounds follow.
SMILES,PPARg SRC-1 ag,PPARg SRC2 recr,ROMK primary,bIAP activator,TNAP act hi DEA,TR-FRET SRC-2 ct,STAT1 blocker,bIAP inhibitor,STAT3 inh,PPARg SRC-3 ag,STAT3 activator
Cc1ccc(Oc2ncccc2/C=N/OCc2ccc(Cl)cc2Cl)cc1,4.5,9.6,.,0.9,1,1507,3.0,9.7,-5.2,2.0,104.4
CCNC(=S)Nc1nc2c(cc1C(=O)OCC)CCCC2,4.5,1.1,.,1,1,1544,-6.4,3.7,7.3,-0.4,96.2
COc1ccc(C(=O)Nc2cnn(Cc3ccc(Cl)cc3)c2)cc1OC,-7.5,6.8,-0.0138,0.9,1,1469,8.1,11.7,-3.6,-4.1,104.0
C=CCn1c(COC)nnc1SCC(=O)c1ccc(F)cc1,5.3,11.9,0.132,1.1,1,1520,-3.1,-11.5,-1.2,9.8,104.1
O=c1ccnc(Sc2ncccc2[N+](=O)[O-])[nH]1,0.6,-1.3,-0.483,0.9,1,1488,3.7,6.0,-0.2,13.6,102.9
Cc1ccc(C(c2nnnn2CCc2ccccc2)N2CCSCC2)cc1 (centres undefined),-1.7,-3.6,.,1,1,1415,-4.8,4.4,-2.8,-12.6,102.5
CCOC(=O)Cc1cnc(NC(=O)CSc2nc3ncnc(N)c3[nH]2)s1,0.3,-4.4,1.58,1.3,1,1542,3.5,-28.5,8.9,2.7,95.5
Cc1nn(-c2nnc(NC3CCCCC3)nn2)c(C)c1Br,-1.7,-6.4,0.585,0.7,1,1484,-72.2,28.8,-19.7,1.6,122.0
O=C(CCc1ccccc1)NNC(=O)C1CCCCC1,-0.4,4.4,-0.66,1,1,1553,-1.9,1.5,5.4,2.3,101.5
COC(=O)c1cc(-c2ccccc2)sc1N,1.3,9.9,-0.9,0.9,1,1923,-20.6,11.3,5.8,9.3,95.1
CC(C)Oc1ccc(-c2cc(=O)[nH]c(=O)[nH]2)cc1,4.3,7.6,-0.0934,0.9,1,1433,-10.9,5.8,-0.6,7.7,103.0
CCOC(=O)Cc1csc(SCC(=O)Nc2cccc(C#N)c2)n1,-3.4,5.4,-1.27,0.8,1,1639,2.7,21.2,7.9,-0.8,100.8
CC(=Nc1ccccc1)C1=C(O)CC(C)(C)CC1=O,-3.9,1.3,-0.796,1.1,0.9,1503,-2.7,-14.3,15.6,-0.4,95.8
Cc1ccc(/C=N/n2c(C)cc(C)c(C#N)c2=O)cc1,-1.9,5.5,-0.491,0.9,1,1611,-11.0,6.8,22.7,3.4,82.1
COc1ccc(C(=O)Nc2ncc3c(n2)-c2ccccc2CC3)cc1,4.9,5.6,.,1,1,1499,-2.2,2.3,21.4,1.5,87.0
Cc1nc2ccccc2n1C1CCN(CC(=O)Nc2ccccc2Br)CC1,-8.7,0.7,-0.409,1,1.1,1347,17.2,1.7,6.8,-3.8,98.0
CC(C)NC(=O)c1ccc(CS(=O)(=O)c2ccc(Br)cc2)o1,1.8,-6.1,.,0.9,1,1543,-2.1,7.6,6.2,-8.7,102.0
O=C1CC(c2cccc(Cl)c2)c2cc3c(cc2N1)CCC3 (centres undefined),0.8,5.9,.,0.8,1,1748,6.0,18.2,19.8,7.3,87.8
O=C(NCCC1=CCCCC1)C1CCCN(S(=O)(=O)c2ccc(F)cc2)C1 (centres undefined),-3.4,10.1,-0.0191,0.8,1,1554,-3.5,18.0,8.0,-4.1,96.4
O=C(NCc1ccc(F)cc1)C(=O)Nc1nc(C23CC4CC(CC(C4)C2)C3)cs1,-8.2,-0.9,-0.455,0.9,1,1504,0.6,5.9,-3.4,1.2,100.7
COc1ccc(CSCC(=O)Nc2ccc(S(=O)(=O)N3CCCCCC3)cc2)cc1,0.5,2.3,.,0.9,1,1469,-1.0,5.8,-14.1,-1.2,107.3
C(=N\N(Cc1ccccc1)c1ccccc1)/c1cccnc1,2.6,-3.7,-0.143,1.1,1,1522,-2.2,-9.2,-5.5,2.6,105.5
CCC(=O)Nc1cccc(NC(=O)c2ccc(Br)cc2)c1,0.7,6.1,.,0.8,1,1573,-6.6,18.6,2.7,-0.7,99.6
CC1CCN(S(=O)(=O)c2ccc(C(=O)OCc3ccc4c(c3)OCO4)cc2)CC1,1.2,-2.0,1.16,1,1.1,1429,-2.4,2.2,17.3,-3.4,90.6
CCOc1ccc(NC2=C(OC)C(=O)c3ccccc3C2=O)cc1,6.9,0.9,0.293,0.7,0.9,1499,5.0,29.8,-14.7,2.8,109.8
Cn1cccc1C(=O)OCC(=O)NC1CCS(=O)(=O)C1 (centres undefined),0.1,-4.9,-0.543,1.1,1.1,1482,-1.1,-11.0,-13.9,-5.0,112.5
O=C(N/N=C/c1ccsc1)c1cc(-c2cccs2)nc2ccccc12,5.0,8.3,1.4,0.7,1,1802,11.6,30.0,4.3,3.0,96.6
O=C(O)Cc1sc(-c2ccccc2Cl)nc1-c1ccccc1,13.8,5.9,0.0532,1,1,1943,-1.0,-4.5,4.2,19.6,102.3
O=C(O)C1CCN(C(=O)COc2ccc(Br)cc2)CC1,4.8,-0.3,-1.27,0.9,1,1729,-2.5,10.4,8.2,-1.9,94.9
CCC(c1nnnn1Cc1ccco1)N(CCN1CCOCC1)Cc1cc2cc(C)ccc2[nH]c1=O (centres undefined),-1.7,7.7,.,1,1.1,1666,-2.4,-0.4,-4.9,-7.9,106.9
O=C(Nc1ccccc1F)c1ccc([N+](=O)[O-])s1,7.9,-1.5,-0.443,1,1,1530,1.6,-4.7,5.2,-2.8,97.5
COc1ccc(OC)c(NC(=O)C2CCN(c3ncccn3)CC2)c1,10.8,1.1,1.06,1,1.1,1435,-0.4,4.9,2.8,-0.8,99.3
